Mtb UGM inh: inhibitors of M. tuberculosis UDP-galactopyranose mutase | inhibition, % at 10 µM | purified UGM, fluorescence polarization probe displacement | AID 504406 | 320,000 compounds, 0.06% hits; in the data active = inhibition above about 10%, passing the limit was not always enough; inconclusive = no clear call, values can overlap the other calls
Target sequence (P9WIQ1 whole entry, looked up): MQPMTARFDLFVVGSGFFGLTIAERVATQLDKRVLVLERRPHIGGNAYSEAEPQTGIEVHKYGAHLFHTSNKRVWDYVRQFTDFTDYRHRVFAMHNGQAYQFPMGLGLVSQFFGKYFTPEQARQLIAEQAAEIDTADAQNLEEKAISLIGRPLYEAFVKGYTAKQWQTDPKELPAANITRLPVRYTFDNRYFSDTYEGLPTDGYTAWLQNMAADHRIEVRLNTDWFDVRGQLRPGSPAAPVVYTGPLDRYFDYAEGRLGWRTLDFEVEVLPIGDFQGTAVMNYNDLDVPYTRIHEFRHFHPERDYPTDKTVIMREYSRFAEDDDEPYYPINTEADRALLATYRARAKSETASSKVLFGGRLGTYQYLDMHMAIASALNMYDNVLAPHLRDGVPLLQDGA
Mtb FBA inh: inhibits M. tuberculosis FBA enzyme | inhibition, % at 1 µM | 360,000 compounds, 2.3% hits | purified M. tuberculosis FBA, fluorescence read-out | P9WQA3; in the data active = inhibition above about 27%;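 note: 0% = vehicle and 100% = reference inhibitor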
Target sequence (P9WQA3 whole entry, looked up): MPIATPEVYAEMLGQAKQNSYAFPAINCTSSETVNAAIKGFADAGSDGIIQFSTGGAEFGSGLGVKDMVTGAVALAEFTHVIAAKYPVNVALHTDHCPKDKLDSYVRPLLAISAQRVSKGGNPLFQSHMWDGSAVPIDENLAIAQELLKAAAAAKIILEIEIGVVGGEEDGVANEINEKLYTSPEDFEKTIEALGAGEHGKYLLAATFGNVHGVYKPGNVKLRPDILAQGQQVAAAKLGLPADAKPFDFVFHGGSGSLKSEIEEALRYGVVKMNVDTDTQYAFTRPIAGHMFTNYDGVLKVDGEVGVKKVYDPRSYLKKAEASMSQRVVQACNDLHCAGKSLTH
FadD28 binding: blocks FadD28 binding to the bisubstrate probe | fluorescence polarization | inhibition, % at 12.5 µM | 360,000 compounds, 0.22% hits | AID 588549; in the data active = inhibition above about 8.5%, passing the limit was not always enough; inconclusive = no clear call, values can overlap the other calls
BoNT F protease: BoNT F light chain protease inhibition | AID 588497 | 360,000 compounds, 0.22% hits | Multiplex microsphere protease cleavage assay, flow cytometry | inhibition, % at 10 µM; in the data active = inhibition above about 35%, passing the limit was not always enough; inconclusive = no clear call, values can overlap the other calls; note: plate controls were buffer without enzyme for full effect and enzyme alone for no effect
CCHF vOTU inh: blocks the CCHF virus ovarian tumor domain protease. CCHFV vOTU protease, Pep-AMC fluorescence. inhibition, % at 11.5 µM. 370,000 compounds, 0.55% hits; note: 0% = vehicle wells with enzyme and 100% = no enzyme wells
PrPC surface inh: reduces human prion protein on the cell surface; P04156; cell surface PrPC, TR-FRET read-out; inhibition, % at 13.8 µM; 370,000 compounds, 0.43% hits; in the data active = inhibition above about 24%; note: 0% = median of the test wells and 100% = reference compound wells
GDH-TPI inh: inhibits GDH-TPI coupling enzymes, artifact for Mtb FBA screen; 360,000 compounds, 1.2% hits; AID 588335; GDH-TPI coupled enzyme counterscreen, NADH absorbance; inhibition, % at 4.8 µM;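 note: 0% = DMSO wells and 100% = wells lacking the enzyme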
BioA inh: inhibitors of Mycobacterium tuberculosis BioA enzyme; purified M. tuberculosis BioA enzyme, plate reader; inhibition, % at 9.99 µM; 360,000 compounds, 0.096% hits; in the data active = inhibition above about 40%; inconclusive = no clear call, values can overlap the other calls
BoNT A protease: BoNT A light chain protease inhibition | multiplex microsphere protease substrate cleavage, flow cytometry | 360,000 compounds, 0.17% hits | inhibition, % at 10 µM | AID 588499; in the data active = inhibition above about 30%; inconclusive = no clear call, values can overlap the other calls; note: plate controls were buffer without enzyme for full effect and enzyme alone for no effect
* = called active by the depositor; ? = inconclusive; . = no result given; + = active, no number. Cut-off read from the data, not from the text of the source, unless noted: active = inhibition above about 30%; inactive = the rest. Compounds as they come; about 4.8% have a hit in one of these screens.

structure	Mtb UGM inh	Mtb FBA inh	FadD28 binding	BoNT F protease	CCHF vOTU inh	PrPC surface inh	GDH-TPI inh	BioA inh	BoNT A protease
Cc1cccc(-c2c3c(nc4c2c(=O)n(C)c(=O)n4C)-c2ccccc2C3O)c1 (configuration not stated)	-0.5	0	-2.9	-8	-9	-4	-1	1.6	0.3
CCOC(=O)C1CCCN(c2c(NCCN(C)Cc3ccccc3)c(=O)c2=O)C1 (configuration not stated)	0.0	9	-0.8	-9	-4	3	12	-0.1	0.4
Oc1cccc(-c2nc3ccccc3s2)c1	1.9	1	-4.6	-7	14	5	12	-1.5	0.4
CCn1c(C)c(C)c2cc(C(=O)NC3CCCCCC3)ccc21	2.2	-3	0.3	-6	14	4	3	-0.7	-2.7
CC(NC(=O)c1ccc(CS(C)(=O)=O)cc1)C1CC2CCC1C2 (configuration not stated)	1.9	1	-1.9	-13	1	2	4	0.7	-0.4
O=C(O)/C=C\C(=O)Nc1ccc(N2CCN(c3ccc(Cl)cc3)CC2)cc1	-0.1	0	-2.0	-9	9	5	7	-0.7	1.0
CCOC(=O)[C@H]1[C@H]2COc3ccc(OC)cc3[C@@H]2N2C(=O)CN(C)C(=O)[C@@]12C	1.8	0	-3.7	-3	12	5	12	-4.0	0.0
Cc1ccc2c(COC(=O)CC3Sc4ccccc4NC3=O)cc(=O)oc2c1C (configuration not stated)	-0.6	-2	-2.8	-1	5	-2	3	0.5	-0.3
CCCCC[C@@H](C)N1C[C@@H](COCc2ccccc2)Oc2cc(N3CCC[C@@H]3COC)ccc2S1(=O)=O	.	.	.	-7	4	0	.	.	0.7
CN(Cc1ccc(Cl)c(Cl)c1)C(=O)C1CC(=O)N(c2ccc3c(c2)OCCO3)C1 (configuration not stated)	.	0	-3.5	5	23	-10	-6	2.1	-0.1
COc1ccc(C2CC(c3ccc(Br)cc3)Nc3nc(N)nn32)cc1 (configuration not stated)	0.9	2	-3.9	-8	-3	2	0	-0.7	-0.2
C=CCNc1nc(-c2cccs2)c(CC(=O)O)s1	0.4	0	-3.1	-8	-5	-3	6	0.5	-1.9
CCn1c(CNC(=O)C(C)(C)C)nc2ccccc21	-2.0	-1	-2.2	4	19	-1	-5	-1.8	-0.7
Cc1ccc(N2C(=O)N(CC(=O)NCc3ccccc3Cl)C(=O)C2C)cc1 (configuration not stated)	-0.7	-2	-0.2	-4	11	0	2	1.7	-0.2
CC(C)c1ccc(CC(=O)N2CCC2(C)C(=O)NS(=O)(=O)c2ccc(F)cc2F)cc1 (configuration not stated)	.	-2	-0.3	-5	18	6	2	1.6	-0.3
Cc1c(CCOC(=O)c2cc([N+](=O)[O-])cc([N+](=O)[O-])c2)sc[n+]1CC(=O)c1ccc(Br)cc1	-4.5	-4	-1.8	3	-5	-30	0	.	0.8
CC1CC(C)CN(C(=O)C(C)N(C)CC(=O)Nc2ccc(Cl)cc2)C1 (configuration not stated)	1.6	8	-0.6	3	3	5	2	.	-0.5
O=C(O)CCSCc1ccccc1F	0.6	1	0.0	-16	0	1	6	-0.4	0.3
CCOC(=O)CSc1nnc([C@H](C)NC(=O)OC(C)(C)C)o1	-0.3	-2	-2.1	12	5	-4	2	0.5	-0.1
CCN(C[C@H]1N[C@@](C)(C(=O)OC)[C@H]2C(=O)N(C)C(=O)[C@@H]12)S(=O)(=O)c1ccc(C(F)(F)F)cc1	-3.3	1	-0.8	-1	10	5	2	0.9	-0.2
CC(C)NCc1cccc([N+](=O)[O-])c1	-1.6	-1	-0.5	-22	-11	-7	7	.	-1.3
Cc1sc2ncn(CC(=O)NCc3ccccn3)c(=O)c2c1S(=O)(=O)N1CCOCC1	0.1	2	-3.2	0	4	-2	-6	.	0.0
O=[N+]([O-])/C=C\c1ccc(N2CCOCC2)cc1	-2.9	-21	-4.5	2	11	-10	0	.	5.1
Cc1cc([N+](=O)[O-])c2[nH]c(C(=O)N/N=C/c3ccccc3C(=O)O)c(-c3ccccc3)c2c1	.	-4	-4.1	-1	-13	0	29	-0.3	0.6
Cc1cc(C(C)(C)C)cc(S(=O)(=O)Nc2ccc(C(=O)O)cc2)c1C	20*	-2	-6.1	1	-6	1	-4	0.3	-0.4
S=c1[nH]c2cnc(Cl)nc2[nH]1	.	0	-2.6	3	7	-7	29	1.0	0.5
COc1cc(OC)c2c(-c3ccccc3)cc(=O)oc2c1C(CC(=O)N1CCOCC1)c1ccc2c(c1)OCO2 (configuration not stated)	2.4	4	-1.2	-8	6	-4	15	-0.3	0.5
CCN1C(=O)CS/C1=N\S(=O)(=O)c1ccc(C)cc1	0.3	47*	-1.5	-1	-8	-3	4	-1.0	-0.4
CCOC(=O)c1c(C)oc(NC(=O)COc2ccc(Cl)cc2C)c1C#N	1.3	1	-3.1	1	2	-3	1	.	0.2
CCCCNC(=S)Nc1ccccc1Cc1ccccc1	1.1	0	-1.9	-4	-7	3	-1	-0.9	-1.2

Next part:
structure	Mtb UGM inh	Mtb FBA inh	FadD28 binding	BoNT F protease	CCHF vOTU inh	PrPC surface inh	GDH-TPI inh	BioA inh	BoNT A protease
COc1ccc(-c2cc(N)n(S(=O)(=O)c3c(F)c(F)c(F)c(F)c3F)n2)cc1OC	-1.0	-3	-6.3	-1	-7	-5	-1	-2.2	?
CN1C(=O)C(O)(CC(=O)c2ccc(F)cc2)c2cc(Br)ccc21 (configuration not stated)	0.0	0	-3.2	-4	-4	-26	-5	-0.2	0.7
O=c1c(Cc2ccccc2)c(O)nc2n1CCS2	2.6	4	-3.4	?	2	-10	-3	-0.9	0.7
CC1CCCCC1NC(=O)COC(=O)COc1ccc(Cl)cc1 (configuration not stated)	-0.1	-12	-3.6	10	11	1	9	0.3	1.2
O=C(NNC(=O)c1ccc(F)cc1)c1ccncc1	-1.5	0	-2.2	?	-5	3	-3	-0.2	-6.2
CC(C)(ONC(=O)Nc1ccccc1Cl)C(=O)O	1.3	8	2.7	0	2	7	4	.	0.4
c1ccc2c(c1)CCN(c1ncnc3nc[nH]c13)C2	1.3	1	-1.7	-5	-4	-4	13	-0.7	-0.6
COc1ccc(N2C(=O)C3CCCN3C2c2ccc(C)o2)cc1 (configuration not stated)	0.9	2	-2.7	-4	1	6	-2	-0.4	-0.5
COc1ccccc1CCNC(=O)c1cnn2c(C(F)F)cc(C)nc12	2.8	-1	-1.8	0	9	-6	-4	4.4	-0.3
CS(=O)(=O)N1CCCC(C(=O)N2CCc3ccccc3C2)C1 (configuration not stated)	-0.7	1	-1.8	-1	6	-1	7	-1.2	-0.4
O=C(Nc1ncc2c(n1)-c1ccccc1CC2)c1ccc(F)cc1	1.7	1	-1.2	.	3	0	6	.	.
CC1CC(C)CN(CCCNC(=O)c2cc3c(s2)-c2ccccc2OC3)C1 (configuration not stated)	1.9	+	-15	-8	-395	-21	15	0.5	-0.4
CCCc1nnc(NC(=O)C2CCCO2)s1 (configuration not stated)	0.2	-1	0.2	-1	-9	-2	8	0.2	-0.6
C[C@@H](CN1CCC(Cc2ccccc2)CC1)[C@@H](O)c1ccc(O)cc1	1.6	-2	-1.0	-4	-7	-8	-1	1.0	-1.2
CCOC(=O)c1ccc2[nH]c3c(c2c1)CCCC3	-2.1	-3	-2.9	-11	9	5	-2	1.5	-3.4
Cc1ccc(NCN2C(=O)C3CC=CCC3C2=O)cc1 (configuration not stated)	3.6	-2	-0.8	-8	-9	8	0	.	-1.6
CC(C)(C)c1ccccc1NC(=S)NC1CCCC1	-3.1	3	-1.3	0	-5	9	7	-0.8	-2.9
CSCCC(NC(C)=O)C(=O)Oc1ccc2c3c(c(=O)oc2c1)CCCC3 (configuration not stated)	.	+	-0.8	-6	-314	0	6	-0.1	-0.6
O=C(O)c1sccc1S(=O)(=O)N1CCN(c2ccc(C(F)(F)F)cn2)CC1	-2.6	7	-0.9	.	-3	4	8	-1.9	.
CNCC(=O)O	-2.2	-1	-2.4	-1	-2	7	-1	-1.1	-0.4
Cn1c(=O)c2c(SCC(=O)Nc3ccccc3F)nc(C3CC3)nc2n(C)c1=O	-1.0	0	-4.1	-2	22	-4	1	-0.4	0.8
CCOC(=O)CSc1nnc(-c2ccc(S(=O)(=O)N3CCOCC3)cc2)n1-c1ccccc1	2.7	6	-1.6	-6	-7	-2	3	.	-1.2
O=C(Cn1nnc2ccccc2c1=O)NCCc1ccccc1	2.0	3	-0.3	-4	0	1	-5	0.0	-0.2
O=C(O)CC(NC(=O)c1ccccc1NC(=O)c1ccccc1)C(=O)O (configuration not stated)	0.7	-2	-0.4	-2	3	2	4	-1.8	-0.7
CCN(CC)CCCNc1nc2cc(OC)c(OC)cc2c2nc(-c3cccnc3)nn12	1.3	1	-2.8	23	-4	-7	8	15	1.0
Nc1cc(C(=O)OCC(=O)N2CCN(C(=O)COC(=O)c3ccc(Cl)c(N)c3)CC2)ccc1Cl	.	-1	-1.6	-3	7	4	10	-0.4	2.6
CC(C)Oc1cccc(C(=O)NC(=S)Nc2cccc(NC(=O)c3ccccc3Cl)c2)c1	-2.6	4	-0.8	-1	8	-3	7	-0.4	-0.2
COc1ccc(Cc2nnc(NC(=O)Nc3ccccc3)s2)cc1OC	2.4	1	-0.4	?	0	-3	-1	-1.6	-0.1
O=C(COC(=O)c1ccccc1Cl)NCc1ccco1	0.2	-1	-1.7	-5	3	-3	5	-1.2	-0.1
CCOc1ccc(NC(=O)CN2CC(c3ccccc3)CC2=O)cc1 (configuration not stated)	2.4	1	-0.7	-14	6	1	8	0.0	-0.8

Part of the list above, with each value named.
Structure: CS(=O)(=O)N1CCCC(C(=O)N2CCc3ccccc3C2)C1 (configuration not stated)
  Mtb UGM inh: -0.7; Mtb FBA inh: 1; FadD28 binding: -1.8; BoNT F protease: -1; CCHF vOTU inh: 6; PrPC surface inh: -1; GDH-TPI inh: 7; BioA inh: -1.2; BoNT A protease: -0.4
Structure: O=C(NNC(=O)c1ccc(F)cc1)c1ccncc1
  Mtb UGM inh: -1.5; Mtb FBA inh: 0; FadD28 binding: -2.2; BoNT F protease: ?; CCHF vOTU inh: -5; PrPC surface inh: 3; GDH-TPI inh: -3; BioA inh: -0.2; BoNT A protease: -6.2
Structure: CC(C)Oc1cccc(C(=O)NC(=S)Nc2cccc(NC(=O)c3ccccc3Cl)c2)c1
  Mtb UGM inh: -2.6; Mtb FBA inh: 4; FadD28 binding: -0.8; BoNT F protease: -1; CCHF vOTU inh: 8; PrPC surface inh: -3; GDH-TPI inh: 7; BioA inh: -0.4; BoNT A protease: -0.2
Structure: CCN(CC)CCCNc1nc2cc(OC)c(OC)cc2c2nc(-c3cccnc3)nn12
  Mtb UGM inh: 1.3; Mtb FBA inh: 1; FadD28 binding: -2.8; BoNT F protease: 23; CCHF vOTU inh: -4; PrPC surface inh: -7; GDH-TPI inh: 8; BioA inh: 15; BoNT A protease: 1.0

Other records
structure	Mtb UGM inh	Mtb FBA inh	FadD28 binding	BoNT F protease	CCHF vOTU inh	PrPC surface inh	GDH-TPI inh	BioA inh	BoNT A protease
Cc1ccc(S(=O)(=O)N2[C@@H](c3cccc(C)c3)C(C(=O)O)=C[C@H]2CC2CCCC2)cc1	1.8	1	-0.5	2	19	-3	1	1.6	0.0
COc1ccccc1C(=O)Nc1nnc(SCC(=O)Nc2ccc3c(c2)oc2ccccc23)s1	1.6	0	-1.0	4	24	10	20	1.2	0.0
CCN1C(=O)[C@H]2[C@@H](c3ccc(C)cc3)N3C(=O)N(c4ccc(C)cc4)C(=O)[C@@]3(Cc3ccccc3)[C@H]2C1=O	2.5	1	-2.8	5	0	-4	9	0.3	0.1
CCN1CC2([N+](=O)[O-])CC=C(OC)C([N+](=O)[O-])(C1)C2 (configuration not stated)	.	3	-1.2	-1	1	2	6	.	-1.2
CCC(Oc1ccccc1)C(=O)NC1C(=O)N2C1SC(C)(C)C2C(=O)O (configuration not stated)	0.5	0	-1.2	-1	-2	-1	2	.	0.5
O=C(COC(=O)c1ccc(F)c(S(=O)(=O)N2CCOCC2)c1)c1ccccc1	3.2	4	0.4	0	-1	-9	4	-1.0	-0.3
COCC(=O)N[C@@H]1c2ccccc2CC[C@@H]1OCc1ccccc1	.	1	-3.6	-2	4	4	-12	-0.2	-0.2
CCC(=O)c1ccc(OCC(=O)OCC(=O)N2CCc3ccccc32)cc1	1.7	-1	3.3	7	2	-4	4	-0.1	-0.9

Screens as filed in PubChem BioAssay.
